KLK7 zymogen act: activates the human kallikrein-7 zymogen; P49862; purified proKLK7, EDANS-DABCYL substrate fluorescence; 100% is mature enzyme control, 0% vehicle; activation, % at 7 µM; hit rate 0.9% among 370,000;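 active = activation above the mean of all tested compounds plus 3 SD, computed per campaign excluding outliers beyond control limits, cut at about 13% in these data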
Target sequence (P49862 whole entry, looked up): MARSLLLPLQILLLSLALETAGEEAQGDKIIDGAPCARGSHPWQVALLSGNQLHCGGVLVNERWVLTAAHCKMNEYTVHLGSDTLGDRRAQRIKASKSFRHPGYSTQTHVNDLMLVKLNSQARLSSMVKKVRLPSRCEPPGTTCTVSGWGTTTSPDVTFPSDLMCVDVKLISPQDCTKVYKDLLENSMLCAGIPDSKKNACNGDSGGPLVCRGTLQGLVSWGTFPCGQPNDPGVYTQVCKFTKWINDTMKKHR
SIAE primary: blocks human sialic acid acetylesterase. Q9HAT2. SIAE FP-Rh probe binding, fluorescence polarization. inhibition, % at 9.66 µM. hit rate 0.69% among 370,000. AID 1053197;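 active = inhibition above a cutoff: mean of compounds within the control limits plus 3 SD of those, cut at about 17% in these data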;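 note: 0% = plate median of compound wells and 100% = probe without SIAE protein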
DDE Tn6 FP inh: disrupts Tn6 cyclic peptide binding to fibrin D-Dimer-E complex; P02675; hit rate 0.21% among 370,000; Fibrin DD(E) TRITC-Tn6 fluorescence polarization displacement; inhibition, % at 8.3 µM;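 active = inhibition above a per-campaign cutoff: mean of compounds within control limits plus 3 SD, cut at about 15% in these data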;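 note: 0% = median of all compound wells on the plate and 100% = blocking peptide control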
Target sequence (P02675 whole entry, looked up): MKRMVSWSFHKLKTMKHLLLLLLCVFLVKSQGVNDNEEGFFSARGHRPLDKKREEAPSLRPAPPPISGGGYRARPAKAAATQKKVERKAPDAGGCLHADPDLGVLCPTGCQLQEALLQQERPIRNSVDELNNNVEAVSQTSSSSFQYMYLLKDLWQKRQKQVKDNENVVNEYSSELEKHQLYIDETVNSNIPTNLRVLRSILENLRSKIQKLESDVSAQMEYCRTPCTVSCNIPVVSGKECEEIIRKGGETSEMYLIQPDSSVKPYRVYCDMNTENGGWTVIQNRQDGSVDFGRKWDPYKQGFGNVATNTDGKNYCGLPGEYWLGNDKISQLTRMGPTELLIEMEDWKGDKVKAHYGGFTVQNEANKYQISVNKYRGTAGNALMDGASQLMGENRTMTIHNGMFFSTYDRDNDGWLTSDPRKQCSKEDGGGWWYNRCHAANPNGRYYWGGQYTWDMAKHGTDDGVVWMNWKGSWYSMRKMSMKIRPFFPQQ
TDP2 inh: blocks human TDP2 phosphodiesterase activity | recombinant TDP2, T5PNP hydrolysis, p-nitrophenol absorbance 415 nm | O95551 | inhibition, % at 12.8 µM | hit rate 0.34% among 370,000;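 active = inhibition above the mean of all tested compounds plus 3 SD, set per campaign, cut at about 25% in these data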;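 note: 0% = DMSO with enzyme and 100% = buffer with substrate but no TDP2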
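System – recombinant human TDP2 · Quantity – TDP2 enzyme at 120 nM final · Doses – single concentration, 12.8 µM nominal, with 1% DMSO · Incubation – 2 h at 37 °C · Measured by – epi absorbance of p-nitrophenol freed from T5PNP by hydrolysis · Read-out – % inhibition relative to enzyme-containing and enzyme-free wells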
MBD2 DNA inh: blocks human MBD2 binding to methylated DNA | TR-FRET, MBD2 binding to methylated oligonucleotide | inhibition, % at 4.4 µM | hit rate 0.31% among 370,000; in the data active = inhibition above about 13%
LEDGF integ inh: blocks HIV-1 LEDGF/p75-dependent DNA integration | TR-FRET IN-LEDGF/p75 DNA integration, Eu/Cy5 | hit rate 0.64% among 370,000 | inhibition, % at 3.7 µM;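 active = inhibition above the screen-wide mean plus 3 SD, cut at about 13% in these data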;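 note: signal is the Cy5 over europium emission ratio at 671 and 618 nm; 0% = plate median of compound wells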
UHRF1 binding: UHRF1 methyl-DNA binding inhibition; Q96T88; UHRF1 binding to methylated oligo, TR-FRET; inhibition, % at 4.4 µM; hit rate 0.75% among 370,000; AID 687016; in the data active = inhibition above about 21%;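 note: UHRF1 SRA domain binding a hemimethylated CpG hairpin DNA probe; 0% = median of test compound wells and 100% = reference inhibitor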
TCR CD3 inh: inhibitors of human TCR-CD3 interaction. TAMRA-labeled TCR probe fluorescence, biochemical. inhibition, % at 9.4 µM. hit rate 0.37% among 360,000; in the data active = inhibition above about 19%;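 note: recombinant mutant TCR 2C K166C tagged with TAMRA read by polarization; 0% = receptor in buffer alone and 100% = receptor with positive control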
PRMT1 FP inh: blocks human protein arginine methyltransferase 1; Q99873; recombinant PRMT1, activity-based probe fluorescence polarization; inhibition, % at 2.79 µM; hit rate 1.3% among 370,000; AID 652257;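 active = inhibition above about 21% made by adding two undisclosed values, limit read from the data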
DDE Tn7 FP inh: inhibitors of Tn7 peptide binding to human fibrin DD(E); FP displacement of FITC-Tn7 peptide from fibrin DD(E); 0% = median of compound wells per plate; P02675; inhibition, % at 8.3 µM; hit rate 0.13% among 370,000; AID 720508;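 active = inhibition above the mean of compounds falling within the control limits plus 3 SD of them, cut at about 14% in these data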;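 note: 0% = plate median of compound wells and 100% = 10 µM Aha-Tn7 peptide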
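assay system = human clot-derived fibrin DD(E) complex | quantity = Fibrin-DD(E) at 2 µM final | timing = 10 min preincubation, 3 h with tracer, room temperature | signal = fluorescence polarization | measure = percent inhibition | benchmarks = high control wells with 10 µM unlabelled Aha-Tn7 peptide (full inhibition) | replicates = singlicate testing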
* = called active by the depositor; . = not tested or not shown.

smiles	DDE Tn7 FP inh	DDE Tn6 FP inh	PRMT1 FP inh	TCR CD3 inh	UHRF1 binding	KLK7 zymogen act	SIAE primary	TDP2 inh	LEDGF integ inh	MBD2 DNA inh
CCCC(=O)c1c[nH]c(C(=O)N2CCOCC2)c1	7	-1	2	5	0	0.1	0	9	1	1
COc1ccc(NC(=O)c2cccc(C#N)c2)cc1NS(=O)(=O)c1ccc(F)cc1	-2	1	-1	2	-2	1.0	-2	1	4	-6
CC(C)C(=O)Nc1ccc(S(=O)(=O)Nc2ccccn2)cc1	4	1	0	10	0	0.2	-1	9	-2	-1
Cc1cccc(C)c1NC(=O)CN(C)C(=O)CCC(=O)c1ccccc1	-1	-2	0	2	-4	0.1	19*	4	-5	3
O=C(Oc1ccc(-c2cnc3ccccc3n2)cc1)c1ccc(Br)o1	-4	-8	2	7	-4	-0.3	-10	7	-2	5
COc1ccc(NC(=O)C2CCCN(S(=O)(=O)c3ccc4c(c3)CCCN4C(C)=O)C2)cc1Cl (stereo not drawn)	-3	-4	-2	7	-1	-0.2	2	11	0	-2
Cc1ccccc1C(=O)N1CCC(C(=O)Nc2ccc(S(=O)(=O)N3CCOCC3)cc2)CC1	-1	-4	1	-7	1	-0.3	0	-3	-3	5
O=C1NC2(CCCC2)C(=O)N1CC(=O)N(Cc1ccccc1)c1ccccc1	2	5	3	7	0	-0.5	-3	6	-3	4
CC(C)CCn1cnc2c(cnn2-c2ccc(Cl)cc2)c1=O	1	3	3	-1	7	0.4	-3	4	0	6
Oc1[nH]c2ccc(Br)cc2c1N=Nc1nn[nH]n1	2	2	-7	7	-1	-1.0	6	-11	-1	0
CN(CC(=O)Nc1ccc(Cl)c(C(F)(F)F)c1)C(=O)c1cc(-c2ccncc2)nc2ccccc12	0	0	3	-2	-2	-0.3	-8	2	2	-2
CCCCn1c(N)c(N(CC(C)C)C(=O)CC(NC(=O)c2ccccc2)c2ccccc2)c(=O)[nH]c1=O (stereo not drawn)	-7	2	0	8	2	-0.8	-4	-15	4	3
CCOc1cc(C(=O)Nc2cc3c(cc2N2CCCC2)n(C)c(=O)n3C)cc(OCC)c1OCC	2	5	7	-6	2	3.2	10	0	-1	6
C[C@H](NC(=O)c1ccco1)C(=O)Nc1ccc2c(c1)OCO2	4	0	-1	1	-5	-0.1	2	-14	3	-4
COc1ccc([C@H]2CC(=O)C[C@@H](CCn3cccn3)O2)cc1	-1	-1	-2	5	3	0.6	0	0	1	-2
CCOC(=O)C1(Cc2ccccc2)CCN(C2Cc3ccccc3C2)CC1	-1	2	-3	1	2	0.3	3	0	1	2
COc1cccc(NC(=O)C(C)OC(=O)c2n[nH]c3ccccc23)c1 (stereo not drawn)	-3	4	-2	-4	-3	0.7	-6	0	4	0
COC(=O)C1=C(C)N(Cc2cccc(C(F)(F)F)c2)C(=NCc2ccc(C(F)(F)F)cc2)NC1c1cccc(F)c1 (stereo not drawn)	-11	-8	0	-3	1	0.2	3	-14	3	3
Cc1ccc(Nc2nnc(SCC(=O)NCc3ccco3)s2)cc1	-4	-5	3	-5	1	0.0	1	-1	5	-2
Cc1[nH]c2ccc(C(=O)NCc3ccccn3)cc2c1C	-4	-1	4	-11	0	-1.3	-2	-8	-8	-5

Quoted at random: 2 entries already listed, in no set order.
smiles	DDE Tn7 FP inh	DDE Tn6 FP inh	PRMT1 FP inh	TCR CD3 inh	UHRF1 binding	KLK7 zymogen act	SIAE primary	TDP2 inh	LEDGF integ inh	MBD2 DNA inh
Cc1[nH]c2ccc(C(=O)NCc3ccccn3)cc2c1C	-4	-1	4	-11	0	-1.3	-2	-8	-8	-5
O=C1NC2(CCCC2)C(=O)N1CC(=O)N(Cc1ccccc1)c1ccccc1	2	5	3	7	0	-0.5	-3	6	-3	4

Remaining list, next part.
smiles	DDE Tn7 FP inh	DDE Tn6 FP inh	PRMT1 FP inh	TCR CD3 inh	UHRF1 binding	KLK7 zymogen act	SIAE primary	TDP2 inh	LEDGF integ inh	MBD2 DNA inh
CCn1ccnc1CN(C)C(=O)CCc1nnc(CCC2CCCCC2)o1	2	1	-1	-2	-1	-0.3	-2	-8	2	-1
COc1cccc(C(=O)Nc2ccc(NC(=O)C3C4C=CC(C4)C3C(=O)O)cc2)c1 (stereo not drawn)	-2	-2	-2	-2	11	-0.2	5	4	-1	5
Nc1ccc2cn[nH]c2c1	-3	1	1	5	-5	0.4	0	1	1	-4
CCOc1ccccc1NC(=O)Cn1cnc2c(cnn2-c2ccc(C)c(C)c2)c1=O	2	2	-2	13	0	0.2	14	-10	0	-3
CC(=O)Nc1ccccc1C(=O)N1CCN(Cc2ccccc2)CC1	-9	-8	10	1	9	-0.3	3	-9	-3	0
O=C(COc1ccc2ccccc2c1)NNC(=O)Cc1cccc2ccccc12	-7	-3	1	1	-2	-0.2	-11	-5	-1	-2
O=C(c1ccsc1)N1CCN(C(=O)c2cccs2)CC1	2	1	1	-6	1	0.2	-2	-2	1	2
O=C(CN1C(=O)NC2(CCc3ccccc32)C1=O)Nc1cc(C(F)(F)F)ccc1N1CCOCC1 (stereo not drawn)	-1	-6	-1	8	-2	-0.6	5	1	0	-4
CC1(C)Cc2nc3oc4c(NCc5ccccc5)ncnc4c3cc2CO1	-9	4	0	2	-1	-2.6	4	-7	3	5
COC(=O)/C(=C1/Oc2cc3c(cc2S1)OCO3)C(F)(F)F	-1	2	-1	-5	1	-0.2	-2	2	-2	-2
CCCCn1c(N)c(N(CCOC)C(=O)COC(=O)CNC(=O)c2ccc(Cl)c(Cl)c2)c(=O)[nH]c1=O	-4	-4	-2	-1	1	0.0	-5	1	4	4
CC1(C)Oc2ccc3ccc(=O)oc3c2C(N2CCCCC2)C1O (stereo not drawn)	-6	2	6	-2	0	0.0	-5	3	-1	0
Brc1ccccc1-c1nnc(COc2ncnc3ccccc23)o1	-1	3	-3	4	2	0.3	-9	-7	4	1
Cc1cc(C(=O)N/N=C\c2cc(C(C)(C)C)c(O)c(C(C)(C)C)c2)n[nH]1	-2	2	-2	-6	2	0.0	1	-2	-1	-5
Cc1c(C#N)c2ncn(CC#N)c(=O)c2n1-c1ccccc1	-2	5	0	-2	-1	0.2	6	2	2	-3
O=C(CN1CCCCCCC1)N/N=C/c1ccccc1F	2	9	-3	1	2	0.1	2	-10	0	-6
Nc1c(-c2ccccc2)c(CN2CCOCC2)nn1-c1ccccc1	-3	2	-2	-7	-1	0.7	1	5	1	5
CC(=O)c1ccc(S(=O)(=O)N2CCC(NC(=O)Nc3cccc(F)c3)CC2)cc1	1	-4	6	-5	-2	-0.1	3	3	-3	8
Cn1c(N)c(C(=O)c2cc(-c3ccncc3)nc3ccccc23)c(=O)n(C)c1=O	6	1	2	1	-1	1.0	-6	8	-3	2
CCOc1ccc(CCN2C(=O)C(=O)N([C@@H](CC(C)C)CN3CCC[C@H]3CN3C(=O)C(=O)NC[C@@H]3Cc3ccc(O)cc3)C[C@@H]2Cc2ccccc2)cc1	1	-10	-5	3	1	0.0	3	-11	2	-8
CC(C)(Cc1ccc(O)cc1)NC(=O)CC(=O)N=Nc1c(O)[nH]c2cc(Br)ccc12	-7	2	0	10	-3	-0.2	3	-2	-1	0
CO/N=C/c1c(-c2ccccc2)nn(C)c1Cl	-1	0	-1	3	4	0.1	-1	-8	-4	-1
C=C(C)COc1ccc(-c2nc(N)ncc2-c2ccc(Cl)cc2)c(O)c1	3	5	0	1	0	0.0	-2	0	-3	1
Cc1ccc(-c2ccc(CCC(=O)O)n2-c2ccc(O)cc2)cc1	0	0	4	-3	-1	-0.3	6	5	1	0
O=C(NNC(=S)NCc1ccccc1)c1ccc2c(c1)OCO2	-2	-5	0	12	-1	0.5	9	-4	-1	5
COc1cc2cc(CCCOC(=O)c3cc(OC)c(OC)c(OC)c3)oc(=O)c2cc1OC	-10	-2	0	4	-1	0.5	-4	5	0	2
O=C(COC(=O)Cc1ccc(F)cc1)NCCc1ccccc1	12	1	3	-4	5	-0.1	-5	12	-1	-1
c1ccc2nc(-c3ccc(-n4ccnc4)cc3)ccc2c1	4	0	2	-4	-1	0.4	-8	-14	-4	2
CC(C)c1nc(SCC(=O)NC2CCCCC2)c2ccccc2n1	-6	0	2	-3	2	0.3	2	2	-2	4
CCc1ccccc1NC(=O)CN(C1CCCCC1)S(C)(=O)=O	-2	-2	0	-6	0	0.1	0	10	-3	0
CN(Cc1ccccc1)C(=O)c1ccc(NC(=O)Cc2ccc(NC(=O)C3CCN(S(=O)(=O)c4cccc([N+](=O)[O-])c4)CC3)cc2)cc1	3	9	-2	6	-2	-0.6	-39	13	-4	-3
Cc1ccc(C(=O)Nc2ccc(C(=O)NCC3CCCO3)cc2)cc1 (stereo not drawn)	-6	2	2	8	1	0.1	-5	-2	-3	-7
COc1ccc(OCC(=O)NNC(=O)C2CCN(c3ncnc4sc(C)c(C)c34)CC2)cc1	-2	-5	0	1	-4	0.2	-1	-6	2	4
COc1ccc(/C=C/C(=O)OCC(=O)NCCC2=CCCCC2)cc1S(=O)(=O)N1CCOCC1	-3	-1	3	-5	0	-0.1	1	-12	-3	1
COc1ccc(S[C@]2(C(=O)N3CCN(c4ncccn4)CC3)CC(=O)N(c3ccc(OC)cc3)[C@@H]2c2ccc(OC)cc2)cc1	1	0	3	.	0	0.1	10	-1	-1	-1

Source: PubChem BioAssay
